Hsp70 displacement: small molecules displacing fluorescent ligand from Hsp70 – biochemical, fluorescence polarization, primary screen (AID 583); Hsp70 fluorescence polarization probe displacement, mP; higher % means a stronger effect; one-dose displacement, % at 20 µM; IC50 in µM for titrated hits; actives 0.06% (n = 140,000); in the data active means displacement above about 50%;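 further: plate controls were vehicle for no effect and reference ligand for full effect; a part of the inactive calls stands beside numbers as strong as those of hits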
MKP-3 inhibition: MKP-3 phosphatase inhibitors, primary screen, biochemical, rat enzyme, in vitro (AID 425) | one-dose inhibition, % at 20 µM; IC50 in µM for titrated hits | recombinant MKP-3 phosphatase activity, fluorescence; higher % means a stronger effect | actives 0.17% (n = 110,000); in the data active means inhibition above about 50%;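 further: plate controls were vehicle for no effect and reference inhibitor for full effect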
Starred values were filed as active, the others as inactive; . = no result given; & = joins results of further samples. The list is partial; rates above refer to the full screens.

| Molecule | MKP-3 inhibition | Hsp70 displacement |
| --- | --- | --- |
| O=C(COC(=O)c1ccc[nH]c1=O)NCC1CCCO1 (stereo not given) | 3% | -5.1% |
| COCc1cc(C)nc(SCC(=O)Nc2cccc(C)c2)c1C#N | 0% | 7.0% |
| CCOC(=O)c1csc(NC(=O)CSc2nnnn2-c2ccc(OCC)cc2)n1 | -6% | -3.5% |
| Cc1ccc2nc(-c3sc(=S)n(-c4ccccc4)c3N)[nH]c2c1 | 8% | -4.8% |
| CC1CCN(c2cc(N3CCN(C(=O)c4cccc(F)c4F)CC3)c([N+](=O)[O-])cc2F)CC1 | 3% | 2.5% |
| Clc1cccc(Cl)c1-c1nnc2cccc(Cl)n12 | . | -0.8% |
| CN(C)c1ccc(/C=N/S(=O)(=O)c2cccs2)cc1 | 0% | 0.1% |
| Cc1ccc(S(=O)(=O)NCCC(=O)NCc2ccc3c(c2)OCO3)cc1C | -3% | 0.1% |
| Cc1ccc(NCC(=O)N/N=C\c2cccc(OC(=O)c3ccccc3)c2)cc1 | 0% | 0.7% |
| CC(=O)c1cccc(NC(=O)c2cccc(S(=O)(=O)N3CCOCC3)c2)c1 | 2% | -2.0% |
| Cc1ccc(OCC(=O)NNC(=O)c2cc(Cl)ccc2O)c(C)c1 | 5% | -3.0% |
| O=C(CCN1C(=O)C2C3C=CC(C3)C2C1=O)Nc1ccc(F)cc1 (stereo not given) | 3% | 3.1% |
| ON1C(c2ccccc2C(F)(F)F)N(O)[C@H]2CCCC[C@H]21 (stereo not given in full) | -9% | -1.9% |
| CCOc1cc(C(=O)Nc2ccon2)cc(OCC)c1OCC | -3% | -1.3% |
| CC(C)=CCC(C)(C)CN(C=O)CC(C)(C)CC=C(C)C | 2% | -2.6% |
| COC(=O)c1ccc(NC(=S)Nc2ccccc2)cc1 | 0% | -0.1% |
| COc1ccc(-c2cc(C(=O)Nc3sc4c(c3C(N)=O)CCCC4)c3ccccc3n2)cc1OC | -2% | -3.1% |
| Cn1c(=N)n(CC(=O)C(C)(C)C)c2ccccc21 | -11% | 0.8% |
| CCc1ccccc1Nc1nc(N)nc(COC(=O)c2cccn2C)n1 | 0% | -5.0% |
| CCCCN1CNC(=S)N(c2cc(C)ccc2C)C1 | . | 4.6% |
| Clc1ccc(NCn2cncn2)nc1 | -5% | 1.3% |
| Cc1cccc(OCC(=O)Nc2ccc(Cl)cc2)c1C | 3% | 3.2% |
| Cc1ccc(N(CC(=O)NCc2cccnc2)S(C)(=O)=O)cc1C | 5% | 0.3% |
| Nn1c(SCC(=O)N2CCN(S(=O)(=O)c3ccccc3)CC2)nnc1-c1cccs1 | . | 0.7% |
| COc1ccc(/C=C2/C(=O)ON=C2c2ccccc2)cc1 | -1% | -3.3% |
| COC(=O)CCn1nnc(-c2cccs2)n1 | -12% | 4.9% |
| O=C(CCCN1CCN2CCCC2C1)c1ccc(F)cc1 (stereo not given) | 0% | -3.3% |
| O=C(Nc1ccccc1)c1cccc(S(=O)(=O)NCc2ccco2)c1 | . | 2.8% |
| CN(C)CCCN1C(=O)C(=O)/C(=C(/O)c2ccc3c(c2)OCO3)C1c1ccccn1 (stereo not given) | -5% | -0.9% |
| Cc1cc2cc(CCNC(=O)CC(C)C)c(=O)[nH]c2cc1C | -11% | -2.3% |
| O=C1NC(=Nc2cccc(Cl)c2Cl)S/C1=C\c1cccc([N+](=O)[O-])c1 | 12% | -1.5% |
| Cc1oc(-c2cccc(Cl)c2)[n+]([O-])c1C | -10% | 4.6% |
| COc1ccc(NC(=O)c2cc3n(n2)C(C(F)(F)F)CC(c2ccc(OC)cc2)N3)cc1 (stereo not given) | . | 4.4% |
| O=C(CN1C(=O)c2ccccc2C1=O)Nc1cccnc1 | -9% | 1.6% |
| Cc1cccc(N2C(=O)c3ccc(N)cc3C2=O)c1C | 4% | 1.8% |
| O=C(CN1CCCCC1)Nc1ccc(I)cc1 | 0% | -1.1% |
| Cc1n[nH]c(C)c1CCC(=O)N/N=C/c1cccs1 | 0% | -2.5% |
| CC1C(C(=O)N(C=O)c2ccc(Br)cc2)C2C=CC1C21CC1 (stereo not given) | -3% | 6.4% |
| Cc1cc(C#N)c2ccccc2n1 | -9% | -4.9% |
| COC(=O)c1ccc(NC(=O)N2CCOCC2)cc1 | -11% | 2.3% |
| Cn1c(=O)c2c(nc(CN3CCC(C(N)=O)CC3)n2Cc2ccccc2F)n(C)c1=O | -10% | 6.4% |
| Cc1nn(Cc2ccccc2Cl)c(C)c1NC(=O)c1cc(-c2ccc(F)cc2)on1 | -1% | -2.1% |
| CC1CCCN(C/C(O)=C(\C#N)c2nc3ccccc3[nH]2)C1 (stereo not given) | 2% | 1.6% |
| NC(N)=NS(=O)(=O)c1ccc(N/C=C2/CCCCC2=O)cc1 | 3% | 2.3% |
| Cc1ccc(C(=O)CSc2ccccc2C(=O)O)cc1 | 0% | -1.5% |
| O=C(Nc1ccc(OC(F)(F)F)cc1)c1ccc(Cl)cc1Cl | -2% | -3.6% |
| COC(=O)c1cccc(NC(=O)CSc2nnc(COc3cccc(C)c3)n2C)c1 | -10% | -5.7% |
| COc1ccc(OC)c(CN2C(=O)CCC2(C)C(=O)NC2CCCCCC2)c1 (stereo not given) | -2% | 3.3% |
| O=C(CN1C(=O)c2ccccc2C1=O)Nc1cccc(-c2nc3ccccc3c(=O)o2)c1 | 2% | 1.0% |
| CC(c1ccccc1)C1C(C#N)=C(N)Oc2n[nH]c(-c3ccccc3)c21 (stereo not given) | 3% | -1.5% |
| O=S(=O)(c1ccc(Br)cc1Br)N1CCN(c2ccccc2)CC1 | 0% | 3.9% |
| COc1ccccc1C(=O)Nc1nc2ccccc2n1CCOc1ccccc1 | -2% | -0.7% |
| NC(=O)C1(N2CCCCC2)CCN(C(=O)c2cccn3c(=O)c4cc(Cl)ccc4nc23)CC1 | 0% | 1.4% |
| COc1ccc(-c2cc(C(F)(F)F)nc(SCC(=O)N3CCOCC3)n2)cc1OC | 0% | -3.3% |
| Clc1cccc(-c2cc3nc4c(c(N5CCN(c6cnccn6)CC5)n3n2)CCCC4)c1 | . | 2.1% |
| COc1cc(NS(=O)(=O)c2ccc(Br)cc2)c(OC)cc1NC(=O)c1ccco1 | -3% | 6.4% |
| O=C(CSc1nc2sc3c(c2c(=O)[nH]1)CCCC3)NCc1ccco1 | 0% | 0.1% |
| CCC1=NN2C(=N)/C(=C/c3ccc(OCc4ccccc4)cc3)C(=O)N=C2S1 | 0% | 2.8% |
| O=S(=O)(Nc1ccc(S(=O)(=O)Nc2cccc3ccccc23)cc1)c1ccccc1 | . | -0.8% |
| O=c1[nH]c(CSc2nnc(-c3ccncc3)n2Cc2ccco2)nc2ccccc12 | -1% | 1.0% |

Remaining list, next part:
| Molecule | MKP-3 inhibition | Hsp70 displacement |
| --- | --- | --- |
| COc1ccc(OC)c(/C=N/N2CCN(Cc3ccc(Cl)cc3)CC2)c1 | 2% | 3.7% |
| O=C(CSc1n[nH]c(-c2ccccc2)n1)c1ccccc1 | 4%&-9% | 7.2%&-3.3% |
| COC(=O)n1c(SC)nc2ccccc21 | 13% | -6.1% |
| COc1ccccc1CNc1cc(CSc2ccc(Cl)cc2)nc(C)n1 | . | 0.5% |
| COc1cc(NC(=O)COc2cccc(C)c2C)c(OC)cc1Cl | 0% | 3.2% |
| Cc1ccc(CS(=O)(=O)Cc2ccc(C(=O)NCc3ccccn3)o2)cc1 | 2% | -5.0% |
| Cn1c(=O)n(CC(=O)N2CCN(c3nnc(-c4ccccc4)c4ccccc34)CC2)c2ccccc21 | . | 2.9% |
| NC(=O)C1CCN(C2CC(=O)N(Cc3cccs3)C2=O)CC1 (stereo not given) | . | 11% |
| O=C(c1cc(-c2ccc(Cl)c(Cl)c2)on1)N1CCCCC1 | 0% | 0.4% |
| COc1cc(C=O)c(Br)cc1OCc1ccccc1Cl | -1% | 2.7% |
| COCCn1c(N)c(NCc2ccccc2)c(=O)n(CC(=O)Nc2cc(C)ccc2C)c1=O | 2% | 3.0% |
| C/C(=N/NC(=O)CNc1ccc(C)cc1)c1ccc(Br)s1 | 3% | -2.6% |
| Cc1cc(C(C)(C)C)cc(S(=O)(=O)Nc2cccc(C(=O)O)c2)c1C | . | 8.7% |
| CC(C)C(NC(=O)c1ccc(CN(c2ccccc2)S(C)(=O)=O)cc1)C(C)C | 0% | -3.3% |
| O=S1(=O)N=C(Nc2nc3c(s2)CCCC3)c2ccccc21 | -11% | -4.8% |
| COCCCN1C(=O)C(=O)/C(=C(/O)c2ccc(OC)cc2)C1c1ccc(O)c(OC)c1 (stereo not given) | 2% | 1.1% |
| Oc1ccc(Cl)cc1-c1cc(-c2cccc(Br)c2)n[nH]1 | . | -1.0% |
| CC(=O)NC12CC3CC(C1)CC(C(=O)Nc1nccs1)(C3)C2 | -13% | -0.2% |
| O=C1c2ccc(-c3nc4ccccc4o3)cc2C(=O)N1Cc1cccnc1 | 4% | 7.2% |
| COc1ccccc1-n1c(SCC(N)=O)nnc1-c1ccccc1 | -4% | 9.7% |
| COc1ccc(OCCn2cc(C=O)c3ccccc32)cc1 | 2% | 2.2% |
| CCCCn1c(CN2CCN(c3ccc(F)cc3)CC2)nc2c1c(=O)n(C)c(=O)n2C | -7% | -3.2% |
| CC(C)OC(=O)C1C(=O)CC(C)(O)C(C(=O)OC(C)C)C1c1cccc([N+](=O)[O-])c1 (stereo not given) | 2% | -0.2% |
| CCOc1ccccc1-c1nc(-c2ccc(C)nc2OC)no1 | -10% | 1.9% |
| CCOc1ccc(NC(=O)COC(=O)c2cccnc2)cc1 | -8% | 0.3% |
| COc1ccc(CN2CCN(C3CCCCC3)CC2)cc1OCc1ccccc1 | 3% | 1.2% |
| O=C(CC(=O)c1ccccc1O)c1ccc(Br)cc1 | 5% | -2.3% |
| O=C(Nc1nc2ccc(Br)cc2s1)c1cccc(Cl)c1 | 4% | -1.8% |
| COc1cc(OC)cc(C(=O)Nc2cc(C)ccc2OC)c1 | 2% | 3.1% |
| COc1ccc(-n2nnc3c(=O)n(CC(=O)N4CCC(Cc5ccccc5)CC4)cnc32)cc1 | -4% | -0.4% |

Full records, quoted from the list. Screens in order: MKP-3 inhibition, Hsp70 displacement
Results for COc1cc(NC(=O)COc2cccc(C)c2C)c(OC)cc1Cl = 0%, 3.2%
Results for COc1ccccc1CNc1cc(CSc2ccc(Cl)cc2)nc(C)n1 = ., 0.5%

Continued:
| Molecule | MKP-3 inhibition | Hsp70 displacement |
| --- | --- | --- |
| CCC(=O)N(CCc1ccccc1)C1CC(=O)N(c2ccc(OC)cc2)C1=O (stereo not given) | 4% | -3.7% |
| Cc1cccc(Nc2cnn(C34CC5CC(CC(CC(=O)O)(C5)C3)C4)c(=O)c2Cl)c1 | . | -0.3% |
| CCCCCC(=O)N1CC2(CC)CN(C(=O)CCCCC)CC(CC)(C1)C2=O | -4% | 1.8% |
| CS(=O)(=O)N1CCN(c2ccc([N+](=O)[O-])c(NC3CC3)c2)CC1 | 3% | -3.1% |
| CC(=O)NCC(=O)NC(C(=O)Nc1ccc2c(c1)OCCO2)c1ccccc1 (stereo not given) | -7% | -6.2% |
| Cc1c(C(=O)OC(C)C)sc(NC(=O)C2CCCO2)c1C(=O)OC(C)C (stereo not given) | . | -6.9% |
| O=C(CN1CCOCC1)Nc1ccccc1C(=O)O | . | 0.1% |
| CCC(C)(C)n1nnnc1C(c1cc(OC)c(OC)c(OC)c1)N1CCN(c2ccccc2)CC1 (stereo not given) | -10% | -0.5% |
| CCOC(=O)C1(CCSC)NC(c2ccco2)C2C(=O)N(CC)C(=O)C21 (stereo not given) | -13% | -0.3% |
| O=C(NCCNc1ccc([N+](=O)[O-])cc1Cl)c1ccccc1Br | 1% | 0.8% |
| CS(=O)(=O)c1ccc2nc(NC(=O)C3CCCCC3)sc2c1 | -9%&1% | -5.3%&-2.1% |
| CCOc1ccc(C(=O)Nc2ccc(OC)c(Cl)c2)cc1 | -2% | -1.4% |
| CN(C)S(=O)(=O)c1ccc(NC(=O)c2cc(F)c(F)cc2Cl)cc1 | . | -1.7% |
| CC(C)NC(=O)N(O)C1N(Cc2ccc3c(c2)OCO3)C(=S)SC1(C)C (stereo not given) | -8% | 0.9% |
| CCOC(=O)c1ccc(CNC(=O)c2cc3cccc(OC)c3oc2=O)o1 | 4% | 8.0% |
| CC(=O)Nc1ccc(Cl)c(C(N)=O)c1 | -3%&-2% | -3.0%&3.2% |
| Cc1noc(C)c1S(=O)(=O)N(CC(=O)N1CCc2ccccc21)c1ccc(C(C)C)cc1 | -2% | 5.2% |
| COc1ccc(CCNC(=O)Nc2ccccc2Cl)cc1OC | 2% | -0.9% |
| C/C(CC(O)c1ccc2ccccc2n1)=N/O (stereo not given) | -4% | . |
| CCCCn1c(CNC(=O)CC)nc2ccccc21 | -2% | 3.3% |
| CN1CCN(C2=Nc3ccccc3Oc3ccc(Cl)cc32)CC1 | 0% | -1.0% |
| N#CCc1ccc(NC(=O)Nc2cccc(Cl)c2)cc1 | -5% | -6.6% |
| O=C(CN1C(=O)CSc2ccccc21)NCCC1=CCCCC1 | -1% | 2.3% |
| COc1ccc(CC(NC(C)=O)C(=O)N2CCN(C(=O)Nc3ccc(Cl)cc3)CC2)cc1OC (stereo not given) | -5% | . |
| O=C(CCSc1ccccc1)N1CCOCC1 | -1% | 2.5% |
| Cc1cc(I)ccc1NC(=O)COc1ccc(Br)cc1 | -3% | 1.3% |
| N=C1C(c2nc3ccccc3c(=O)[nH]2)=C(O)CN1Cc1ccccc1 | 7% | 0.5% |
| O=C(Nc1ccc(Br)cc1)c1ccccc1O | 1% | 2.8% |

Structural class: those above with a CF3 group (four)
| Molecule | MKP-3 inhibition | Hsp70 displacement |
| --- | --- | --- |
| ON1C(c2ccccc2C(F)(F)F)N(O)[C@H]2CCCC[C@H]21 (stereo not given in full) | -9% | -1.9% |
| COc1ccc(NC(=O)c2cc3n(n2)C(C(F)(F)F)CC(c2ccc(OC)cc2)N3)cc1 (stereo not given) | . | 4.4% |
| O=C(Nc1ccc(OC(F)(F)F)cc1)c1ccc(Cl)cc1Cl | -2% | -3.6% |
| COc1ccc(-c2cc(C(F)(F)F)nc(SCC(=O)N3CCOCC3)n2)cc1OC | 0% | -3.3% |

Screening data (PubChem)
